Pin1 inhibitor: inhibitors of human Pin1. Pin1 FP peptide displacement, HiFluor488, 10 min. Potency, µM (highest dose often 115 µM), without a hit: at the highest dose activity, negative = inhibition, hits mostly inhibitors. 390,000 tested, 0.009% active. AID 504891; active = well fitted inhibition curve with a large enough effect in the polarisation, with a control signal flat, not every such curve was filed as active; inconclusive = small, poorly fitted or top-dose-only effect, or effect the other way, or a change in a side signal; inactive = no such curve, though single readings can be large or run the other way; the % refers to the polarisation; also: potency is read from the fitted curve at half-maximal effect; % is scaled to controls: 0 for no effect and ±100 for the full control effect
Target sequence (Q13526 whole entry, looked up): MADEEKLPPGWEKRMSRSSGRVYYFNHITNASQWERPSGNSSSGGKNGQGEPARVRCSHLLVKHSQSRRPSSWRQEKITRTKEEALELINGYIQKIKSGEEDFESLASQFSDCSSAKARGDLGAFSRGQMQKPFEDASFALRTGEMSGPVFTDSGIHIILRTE
TRHR ag: activates the human TRH receptor; TRHR cells, calcium flux fluo-8, FDSS agonist mode; activation, % at 2 µM; 360,000 tested, 0.18% active; in the data active = activation above about 30%; also: 0% is about no effect
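Agonist-mode FDSS calcium read (Ex 480/Em 530, 1 s cycles) in 1536-well TRHR cells with fluo-8 dye, after 10-cycle baseline and 23 nL compound addition; TRH at EC20 (10 nM final) added afterwards for the enhancer phase.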
mIDH1 inhibitor: human IDH1 R132H inhibition | O75874 | 390,000 tested, 0.093% active | Potency, µM (series often up to 76.6 µM), inactives show at the top dose activity change, negative = inhibition, actives largely listed as inhibitors | IDH1-R132H enzyme, NADPH consumption, diaphorase/resazurin fluorescence; also: potency is read from the fitted curve at half-maximal effect; % is scaled to controls: 0 for no effect and ±100 for the full control effect; nearly all actives have a fitted effect of over 65% in size
Target sequence (O75874 whole entry R132H, stated change not applied): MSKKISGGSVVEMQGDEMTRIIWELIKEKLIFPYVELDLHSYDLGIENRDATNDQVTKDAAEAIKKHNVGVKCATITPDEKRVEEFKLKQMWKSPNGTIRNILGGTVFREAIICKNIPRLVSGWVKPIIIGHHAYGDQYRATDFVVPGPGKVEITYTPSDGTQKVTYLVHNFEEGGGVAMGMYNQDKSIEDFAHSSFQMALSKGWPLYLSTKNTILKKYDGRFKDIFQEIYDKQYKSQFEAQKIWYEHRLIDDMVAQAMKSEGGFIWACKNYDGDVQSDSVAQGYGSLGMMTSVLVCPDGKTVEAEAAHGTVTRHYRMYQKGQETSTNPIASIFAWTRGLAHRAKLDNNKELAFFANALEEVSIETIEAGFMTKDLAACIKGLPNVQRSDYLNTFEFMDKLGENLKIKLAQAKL
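IDH1-R132H (0.5 ug/mL) preincubated 30 min with compound, then NADPH (0.016 mM) and alpha-KG (2 mM) added; 80 min at RT, pH 7.5. Remaining NADPH coupled via diaphorase/resazurin to fluorescence (540/590 nm); concentration-response curves normalized to no-enzyme control.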
TRHR enhancer: allosterically enhances the human TRH receptor; AID 493056; P34981; enhancement, % at 2 µM; 360,000 tested, 0.66% active; TRHR cells, fluo-8 calcium fluorescence, EC20 TRH enhancement; in the data active = enhancement above about 30%; also: 0% is about no effect
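TRHR-expressing cells loaded with fluo-8 calcium dye were read kinetically (ex 480/em 530) during compound addition, then stimulated with an EC20 of TRH (10 nM final). Enhancement of the Gq-mediated intracellular calcium response was scored.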
TrxR1 substrate: is turned over as a substrate by rat TrxR1 | O89049 | purified TrxR1 substrate turnover, NADPH consumption readout | Potency, µM (titrated, usually from 114 µM), without a hit: top-dose activity change, negative = substrate turnover | 390,000 tested, 0.01% active | AID 588456; also: potency is read from the fitted curve at half-maximal effect; % is scaled to controls: 0 for no effect and ±100 for the full control effect; nearly all actives have a fitted effect of over 50% in size
Target sequence (O89049 whole entry, looked up): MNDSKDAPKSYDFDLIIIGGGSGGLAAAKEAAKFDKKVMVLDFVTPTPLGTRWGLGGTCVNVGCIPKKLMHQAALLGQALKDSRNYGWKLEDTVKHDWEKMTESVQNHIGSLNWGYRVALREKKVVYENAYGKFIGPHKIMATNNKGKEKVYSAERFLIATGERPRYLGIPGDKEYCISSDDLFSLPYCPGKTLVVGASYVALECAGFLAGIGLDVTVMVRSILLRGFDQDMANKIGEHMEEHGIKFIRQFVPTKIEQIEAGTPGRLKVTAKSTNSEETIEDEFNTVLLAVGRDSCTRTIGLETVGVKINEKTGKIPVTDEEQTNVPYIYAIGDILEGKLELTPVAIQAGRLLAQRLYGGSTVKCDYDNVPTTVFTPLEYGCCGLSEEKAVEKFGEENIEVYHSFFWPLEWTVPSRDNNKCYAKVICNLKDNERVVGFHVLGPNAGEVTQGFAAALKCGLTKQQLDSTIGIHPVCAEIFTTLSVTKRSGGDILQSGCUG
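Rat TrxR1, dispensed at 90 nM, was prereduced with 400 uM NADPH (final) for 5 min at ~22 deg C, then incubated with compound 15 min before 400 uM selenite. A first-read NADPH fluorescence drop versus no-compound background flagged substrates.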
TrxR1 inh: blocks rat thioredoxin reductase 1. O89049. recombinant rTrxR1, NADPH fluorescence consumption, selenite substrate. Potency, µM (highest dose often 114 µM), for the others: at the highest dose activity change, negative = inhibition, usual class: inhibitors. 390,000 tested, 1% active. AID 588453; also: potency is read from the fitted curve at half-maximal effect; % is scaled to controls: 0 for no effect and ±100 for the full control effect; nearly all actives have a fitted effect of over 65% in size
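Rat TrxR1 (90 nM in the dispensed reagent) was pre-reduced with 400 uM NADPH for 5 min at room temperature, then incubated with compound for 15 min. After 400 uM selenite was added, NADPH fluorescence (Ex 340/Em 450 nm) was followed for 8 min.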
D2 ag: agonists of human D2 dopamine receptor; P14416; HEK293 T-REx D2 cells, calcium flux agonist mode; activation, % at 2 µM; 340,000 tested, 0.53% active; AID 485358;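 active = activation over 3 SD above normal in the single-dose calcium agonist read, cut at about 30% in these data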; also: 0% is about no effect
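Agonism is scored from calcium flux in a force-coupled, inducible HEK293 cell line expressing D2, read kinetically for 180 s after compound addition against dopamine controls.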
D2 antag: D2 dopamine receptor (human) antagonism | HEK293 TREx D2 cells, calcium flux, dopamine EC80 | inhibition, % at 10 µM | 340,000 tested, 2% active | AID 485344; in the data active = inhibition above about 30%; also: 0% is about no effect
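Cells plated overnight at 30 C with tetracycline; no-wash calcium dye, 30–90 min RT; 10 s baseline; compound pinned; 180 s read; EC80 dopamine added; another 180 s read.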
USP1-UAF1 inh: USP1/UAF1 (human) deubiquitinase inhibition. Potency, µM (highest dose often 57.1 µM), for the others: at the top dose activity change, negative = inhibition, hits mostly inhibitors. O94782. recombinant USP1/UAF1, Ub-Rhodamine cleavage fluorescence. 390,000 tested, 0.23% active. AID 743255; also: potency is read from the fitted curve at half-maximal effect; % is scaled to controls: 0 for no effect and ±100 for the full control effect; nearly all actives have a fitted effect of over 60% in size; inactives centre near -12
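Step one: compound is pinned into 1nM USP1/UAF1 in HEPES pH 7.8 buffer with TCEP. Step two: 15 min room-temperature incubation. Step three: Ub-Rho (150nM final) starts cleavage, tracked by fluorescence over six one-minute reads.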
* marks the source's active call; other numbers are inactive results; ? = inconclusive; / = not tested or not shown; [ ] = remark or other dose. Unless noted, calls follow the shape of the dose curve; as a rule, active = well fitted inhibition curve with a large enough effect; inconclusive = small, poorly fitted or top-dose-only effect; inactive = no such curve, though single readings can be large or run the other way. These rows are one share of the data; count on the stated rates, not on these rows.

no.	mol	Pin1 inhibitor	TRHR ag	mIDH1 inhibitor	TRHR enhancer	TrxR1 substrate	TrxR1 inh	D2 ag	D2 antag	USP1-UAF1 inh
1	O=[N+]([O-])c1cccc(C=NNc2ccc3ccccc3n2)c1O	?	/	7.9%	/	9.2%[57.1 µM]	-6.2%[11.4 µM]	/	/	-18.1%
2	COc1ccc(/C=N/NC(=O)c2cccc(Br)c2)cc1Cn1cc(Cl)cn1	17.0%	0.7	0.9%	-3.0	14.4%[57.1 µM]	3.0%[57.1 µM]	0.0	-11.3	-11.3%
3	Cc1ccc(Cl)cc1N1CCN(C(=O)C2(S(=O)(=O)c3ccc(Cl)cc3)CC2)CC1	-5.4%	-0.7	-2.2%	2.8	2.6%[57.1 µM]	-0.5%[57.1 µM]	/	/	-22.6%
4	CN(CCOc1ccc(Cl)cc1)C(=O)CNS(=O)(=O)c1ccc(N(C)C)c([N+](=O)[O-])c1	0.8%	0.0	2.5%	1.5	-12.1%	-3.6%	0.2	-5.1	-20.1%
5	Cc1ccc2c(c1)-c1c(cnn1CC(=O)Nc1ccccc1N1CCN(C)CC1)CO2	1.5%	1.0	-1.5%	-0.9	8.2%[57.1 µM]	24.1%[57.1 µM]	2.8	-3.1	-9.6%
6	COC(=O)C1=C(C)NC(=O)NC1c1ccc(-c2ccc(Cl)cc2)o1 (stereo unspecified)	?	0.9	-16.1%	4.7	-6.8%	-5.8%[57.1 µM]	-1.2	14.8	-11.8%
7	CCOC(=O)c1ccc(NC(=O)C2(N3C(=O)c4ccccc4C3=O)CCCC2)cc1	10.6%	/	4.5%	/	-6.2%	9.1%[57.1 µM]	/	/	-20.4%
8	COc1ccc(CNC(=O)c2ccc(C(C)(C)C)cc2)cc1	-3.3%	0.9	0.7%	4.6	4.3%[57.1 µM]	29.8%[57.1 µM]	-0.1	-1.7	-6.1%
9	Cc1ccccc1OCC(=O)Nc1ccc(-c2nc3ccccc3o2)cc1	10.8%	0.8	3.9%	8.0	22.0%[57.1 µM]	28.0%[57.1 µM]	0.6	/	-28.8%
10	O=C(c1cccc(F)c1F)N1CCCC1	-0.3%	0.3	2.1%	-8.7	13.0%[57.1 µM]	30.8%[57.1 µM]	-0.4	-15.6	3.2%
11	COc1ccc(NC(=O)N2CCN(S(C)(=O)=O)CC2)cc1OC	-11.3%	0.5	0.0%	-1.4	-0.8%	7.5%	0.8	-6.7	-7.7%
12	CC(=O)N1CC2(NC(=O)c3ccccc3N2)c2ccccc21 (stereo unspecified)	3.3%	-1.9	-6.5%	-0.7	174.2%[activator]	9.8%	-0.7	7.5	-19.7%
13	CCC(C)N(C(=O)CSc1nc(C)nc2ccccc12)C1CCS(=O)(=O)C1 (stereo unspecified)	-3.0%	1.3	4.1%	3.7	-0.7%	15.2%	0.2	7.6	-19.7%
14	Cc1cc2cc(CNC(=O)c3ccc(Br)o3)ccc2n1C	/	1.4	0.0%	-1.3	10.0%[57.1 µM]	8.91µM*	-1.9	1.4	-12.5%
15	Cc1ccc(C)c(NC(=O)COc2coc(CN3CCc4ccccc4C3)cc2=O)c1	-4.3%	-0.2	-5.4%	-1.6	-2.6%[57.1 µM]	3.4%	5.5	-6.1	-8.1%
16	COc1ccc2c(c1)OC(O)(C(F)F)CC2=O (stereo unspecified)	-11.7%	0.2	2.7%	-9.6	4.3%[57.1 µM]	-7.3%[57.1 µM]	-0.4	3.1	-11.5%
17	O=C(NCCc1ccc(Cl)cc1)c1ccc(NC2=NC3CS(=O)(=O)CC3S2)cc1 (stereo unspecified)	8.3%	0.2	-10.1%	2.2	-2.5%[57.1 µM]	15.9%[57.1 µM]	-0.7	18.1	-13.2%
18	CC(NCCC1(C(C)C)CCOC(C)(C)C1)c1cccs1 (stereo unspecified)	-2.9%	0.2	0.2%	52.1*	3.4%	17.4%	1.0	1.7	-23.6%
19	COC(=O)C1=C(C)N(C)C(=O)NC1c1cc(Cl)cc(Cl)c1OC (stereo unspecified)	-11.5%	-0.8	-4.1%	10.3	-11.1%	3.4%	0.2	7.1	1.7%
20	O=C(Nc1ccc2c(c1)OCO2)c1ccc(Cl)s1	4.0%	-0.3	10.5%	-2.4	-6.1%	13.3%	-2.4	2.8	-14.3%
21	COc1ccc(CCN(C)c2ccc(C(N)=O)cc2[N+](=O)[O-])cc1OC	4.7%	-0.4	-5.8%	2.8	-9.8%	0.5%	0.6	5.7	-18.7%
22	CCC(=O)NC1=C(Nc2ccc(N)cc2)C(=O)c2ccccc2C1=O	0.4%	-0.5	8.9%	2.8	10.8%[57.1 µM]	16.3%[57.1 µM]	-1.1	-2.1	?
23	O=C(CCCN1C(=O)/C(=C/c2ccccc2Cl)SC1=S)NNC(=O)c1ccc(Cl)cc1	11.4%	0.1	1.8%	9.2	-0.3%	11.3%	0.1	-9.7	-12.1%
24	Cc1ccc2nc(NC(=O)CN3CCOCC3)sc2c1	0.6%	0.1	-1.4%	-1.6	6.1%	17.4%	1.4	14.8	-7.5%
25	COC(=O)c1ccc(N2CCOCC2)c(NC(=O)c2ccc(Br)o2)c1	-3.7%	0.1	5.8%	0.8	-5.2%	-10.0%	0.2	-0.6	-16.1%
26	Cc1ccc(/C=C2\SC(=S)N(CCC(=O)NNC(=O)c3cccnc3)C2=O)cc1	35.0%[activator]	0.0	6.2%	13.6	-7.0%	-5.6%	0.5	-13.6	-10.7%
27	COc1ccc(-c2nc(-n3c(C)c(C(C)=O)c(C(C)=O)c3C)sc2C)cc1	-0.5%	0.2	8.8%	-6.6	-4.5%	6.5%	0.9	-5.0	-23.9%
28	CSC1=NCCN1C(=O)c1ccc(S(=O)(=O)N(C)C)cc1	1.1%	-0.1	1.7%	-12.2	5.7%	11.0%	1.4	-0.6	-10.5%
29	COc1cc(C(=O)NCc2nnc(SCC(=O)NCc3ccccc3)o2)cc(OC)c1OC	-5.7%	0.3	8.1%	0.1	3.1%	14.9%[57.1 µM]	0.3	7.7	-4.5%
30	CCOc1ccc(CCNC(=O)COC(=O)C2CCN(S(=O)(=O)c3ccc(C)c(C)c3)CC2)cc1OCC	1.6%	0.1	-0.8%	-4.2	-8.8%	-1.5%	-0.5	-13.8	-22.3%

One compound at a time (already shown):
Shown for `COc1ccc(CNC(=O)c2ccc(C(C)(C)C)cc2)cc1` = Pin1 inhibitor: -3.3%; TRHR ag: 0.9; mIDH1 inhibitor: 0.7%; TRHR enhancer: 4.6; TrxR1 substrate: 4.3%[57.1 µM]; TrxR1 inh: 29.8%[57.1 µM]; D2 ag: -0.1; D2 antag: -1.7; USP1-UAF1 inh: -6.1%
Shown for `CN(CCOc1ccc(Cl)cc1)C(=O)CNS(=O)(=O)c1ccc(N(C)C)c([N+](=O)[O-])c1` = Pin1 inhibitor: 0.8%; TRHR ag: 0.0; mIDH1 inhibitor: 2.5%; TRHR enhancer: 1.5; TrxR1 substrate: -12.1%; TrxR1 inh: -3.6%; D2 ag: 0.2; D2 antag: -5.1; USP1-UAF1 inh: -20.1%

The list goes on.
no.	mol	Pin1 inhibitor	TRHR ag	mIDH1 inhibitor	TRHR enhancer	TrxR1 substrate	TrxR1 inh	D2 ag	D2 antag	USP1-UAF1 inh
31	COc1ccccc1-c1c(C)oc2cc(OCC(=O)OCc3ccccc3)ccc2c1=O	5.3%	0.2	6.0%	-5.9	-6.5%	4.3%[57.1 µM]	-0.4	-3.2	-21.3%
32	Cc1ccc(-n2c(C)cc(C(=O)OCC(=O)N(CC(C)C)C3CCS(=O)(=O)C3)c2C)cc1 (stereo unspecified)	-2.9%	-0.3	0.7%	-0.1	1.1%	13.6%	-1.4	5.3	-15.9%
33	O=C(CSc1nc2ccccc2c(=O)n1-c1ccc(F)cc1)NC1CC1	-12.8%	-0.4	14.6%	-4.3	-5.3%	8.5%	0.6	-1.6	-22.5%
34	COc1ccc(C2=NOC(Cn3nc(C(=O)NCc4ccccc4OC)cc3-c3ccccc3)C2)cc1 (stereo unspecified)	2.2%	0.5	-9.6%	-5.4	-3.3%	11.7%	-0.8	-8.0	5.2%
35	CS(=O)(=O)c1sc(C#N)c2c1C(=O)CC(c1ccccc1)C2 (stereo unspecified)	14.9%	3.7	-10.7%	-18.4	-4.0%	-85.6%	2.1	-2.7	?
36	CC(=O)CSc1nnc2c3ccccc3nc(C(C)(C)C)n12	3.9%	-0.1	13.3%	11.4	-1.8%	13.2%	0.7	-8.0	-3.5%
37	COc1cc2c(cc1OC)C(c1ccc(-c3ccccc3Cl)o1)=NCC2	1.2%	-0.2	4.7%	5.9	-7.5%	-37.8%	0.3	-2.8	-17.4%
38	CC(=O)NC1(C(F)(F)F)N=C(c2ccccc2)NC1=O (stereo unspecified)	4.6%	0.2	0.9%	12.4	-2.7%	2.9%	0.0	-2.3	-7.1%
39	CC(C)c1ccc(-n2nc3ccc(N)cc3n2)cc1	18.8%	2.3	3.3%	-4.0	90.4%[activator][57.1 µM]	37.7%	1.9	-0.3	-3.3%
40	Cc1cccc(OCC(=O)NCCN2CCOCC2)c1	0.4%	-0.2	6.2%	14.5	7.9%	38.1%[activator]	/	/	-12.5%
41	O=C(N/N=C/c1ccco1)c1cc(C2CC2)[nH]n1	-4.2%	0.0	1.8%	7.1	4.9%[57.1 µM]	-11.0%[57.1 µM]	/	/	-13.3%
42	Cc1ccccc1NC(=O)c1ccc(NC(=O)C2CCCO2)cc1 (stereo unspecified)	-4.1%	0.4	-3.7%	-0.6	15.4%[0.0914 µM]	16.4%[57.1 µM]	0.6	18.2	-19.3%

Screens: PubChem BioAssay, National Center for Advancing Translational Sciences (NCATS)
